ER stress rescue – rescue of cells from ER stress-induced death, primary screen, 384-well, CSM14.1, thapsigargin, ATP luminescence (AID 1222); CSM14.1 thapsigargin-induced death rescue, ATP luminescence; higher % means a stronger effect; 190,000 tested, under 10 active; cellular ATP content (survival), % at 20 µM, or EC50 in µM where a hit was titrated;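 active = EC50 below 50 µM in the dose-response confirmation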;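 also: death triggered by thapsigargin at about 15 µM added after 2 h compound pretreatment; cell ATP read after overnight thapsigargin exposure of roughly 18 to 22 hours; normalized against plate controls of thapsigargin alone and 5% DMSO vehicle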
PhoP inhibition – inhibitors of PhoP regulon expression, primary screen, Salmonella Typhimurium, GFP reporter (AID 1863) | S. Typhimurium PhoP-regulated promoter GFP reporter, 4 h; higher % means a stronger effect | inhibition, % at 50 µM; hits with a dose series show IC50 in µM | hit rate 0.16% among 300,000;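 active = inhibition over 29.93%, a cutoff 3 SD above the screen mean, later confirmed by dose response; inconclusive = inhibition over 29.93% but no dose response follow-up; inactive = inhibition at most 29.93% or unconfirmed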;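 also: 0% = low Mg2+ inducing control and 100% = high Mg2+ repressing control; strong numbers were not always called active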
West Nile antiviral – inhibition of WNV-induced cytopathic effect – cell-based, CPE readout (AID 1621). West Nile virus-infected cells, CPE inhibition; higher % means a stronger effect. one-dose CPE inhibition, % at 10 µM; IC50 in µM for titrated hits. hit rate 0.02% among 290,000; in the data active = a potency from the dose series; inconclusive = CPE inhibition mostly from about 3.7% at the one dose, without a potency; inactive = the rest, 99 in 100 with CPE inhibition below about 2.2%; also: strong numbers were not always called active
Dengue-2 NS5 capping – flavivirus cap methylation enzyme inhibition – biochemical, confirmation dose response, primary screen (AID 588689) | hit rate 0.3% among 340,000 | Dengue-2 NS5 methyltransferase capping enzyme assay, biochemical; higher % means a stronger effect | inhibition, % at 25 µM; hits with a dose series show IC50 in µM; in the data active = a potency from the dose series; inconclusive = inhibition above about 29% without an active follow-up result
RSV CPE inhibition – inhibition of RSV-induced cytopathic effect – HEp-2 cells, primary 10 µM value included (AID 2391) | CPE inhibition, % at 10 µM, or IC50 in µM where a hit was titrated | hit rate 0.13% among 310,000 | HEp-2 cells, RSV-induced CPE inhibition; higher % means a stronger effect; in the data active = a potency from the dose series; inconclusive = CPE inhibition mostly from about 23% at the one dose, without a potency; inactive = the rest, 99 in 100 with CPE inhibition below about 21%; also: strong numbers were not always called active
LYP phosphatase – PTPN22 lymphoid phosphatase activity blockers – biochemical, fluorescence intensity, uHTS (AID 1779); one-dose inhibition, % at 11.5 µM; IC50 in µM for titrated hits; recombinant LYP phosphatase, fluorescence intensity; higher % means a stronger effect; hit rate 0.054% among 290,000; in the data active = inhibition above about 50%;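 also: plate controls were vehicle with enzyme for no effect and no enzyme for full effect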
Rac1 GTP hydrolysis – MgcRacGAP GTPase-activating activity inhibitors, confirmation, biochemical, ADP Hunter fluorescence | MgcRacGAP-stimulated Rac1 GTP hydrolysis, ADP Hunter fluorescence; higher % means a stronger effect; GST-tagged Rac1 F28L mutant substrate | inhibition, % at 30 µM; hits with a dose series show IC50 in µM | hit rate 0.6% among 340,000 | AID 624330;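 active = first-screen hits whose inhibition reached a set limit at any dose in the follow-up dose series; inconclusive = inhibition above the set first-screen limit but never retested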;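 also: fluorescence reports GDP produced by GAP-driven GTP hydrolysis; strong numbers were not always called active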
SV40 large T antigen – TAg ATPase/helicase activity blockers – biochemical (AID 1903); SV40 large T antigen ATPase/helicase inhibition assay; higher % means a stronger effect; inhibition, % at 20 µM, or IC50 in µM where a hit was titrated; hit rate 0.39% among 310,000; in the data active = a potency from the dose series; inconclusive = inhibition mostly from about 32% at the one dose, without a potency; inactive = the rest, 99 in 100 with inhibition below about 32%; also: strong numbers were not always called active
GPR35 arrestin U2OS – GPR35 antagonists blocking zaprinast-driven arrestin recruitment, primary screen, imaging, U2OS, beta-arrestin-GFP, zaprinast agonist (AID 2058); one-dose inhibition, % at 10 µM; IC50 in µM for titrated hits; U2OS GPR35 beta-arrestin-GFP translocation imaging, zaprinast antagonism; higher % means a stronger effect; hit rate 0.052% among 290,000;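 active = inhibition of at least 50% with at least 30 cells and total cytoplasm GFP at most 10,000,000; inconclusive = under 30 cells or total GFP of 10,000,000 plus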
Dengue-2 NS5 capping pilot replicate – also measured in Dengue-2 NS5 capping; calls as there; inhibition, %; measured here: pilot screen replicate inhibition
Starred values were filed as active, the others as inactive; u = inconclusive; x = not tested or not shown; & = joins results of further samples. Outcome played no part in choosing rows; about 1.5% have a hit in one of these screens.

SMILES	ER stress rescue	PhoP inhibition	West Nile antiviral	Dengue-2 NS5 capping	RSV CPE inhibition	LYP phosphatase	Rac1 GTP hydrolysis	SV40 large T antigen	GPR35 arrestin U2OS	others
CCOc1ccc(/C=C(/NC(=O)c2ccccc2)C(=O)NCCC(=O)O)cc1	0.0%	0%	0.3%	3%	-0.6%	-4%	0%	26%	6%
O=C(CCCN1C(=O)c2ccccc2C1=O)Nc1ccccc1C(=O)N1CCOCC1	0.6%	3%	-0.3%	-2%	1.8%	-10%	3%	20%	-10%
C#CCOCCOCCOCCNc1nc(N2CCN(C(=O)[C@H](CCCCN)n3cc(CCCC)nn3)CC2)nc(N2CCN(C(=O)[C@H](Cc3ccc(O)cc3)n3cc(CCO)nn3)CC2)n1	-1.0%	-1%	x	-44%	-0.7%	-1%	22%	6%	4%
O=C(CCN1C(=O)C2CC=CCC2C1=O)N1CCN(c2ccccn2)CC1 (centres undefined)	-3.7%	9%	0.2%	2%	1.6%	-9%	2%	11%	9%
CCn1c(SCC(=O)Nc2cccc(OC)c2)nnc1-c1ccc(Cl)cc1	-0.9%	-7%	0.1%	2%	8.6%	1%	3%	10%	0%
Cc1cc(C)n2nc(C(=O)NCCc3ccccc3)nc2n1	-0.9%	1%	-0.1%	x	1.0%	-6%	8%	14%	10%
Cc1ccc(C)c(NC(=S)NCc2ccccc2)c1	x	4%	-1.0%	-12%	-0.3%	-10%	-1%	4%	12%
COc1ccc(-n2c(N)c(C(=O)NCc3cccnc3)sc2=S)cc1	-0.7%	13%	x	-1%	2.6%	-6%	9%	1%	-8%
Cc1ccc(OCC(=O)N(Cc2cccc(Cl)c2)C2CCS(=O)(=O)C2)cc1C (centres undefined)	x	6%	-0.1%	4%	2.6%	-4%	8%	8%	-4%
Cc1ccc(C(=O)Nc2ccc3c(c2)nc2n3CCSC2)cc1	-3.7%	-5%	-0.4%	-8%	19%	-4%	13%	-1%	-14%	Dengue-2 NS5 capping pilot replicate=3.0
CNC(=O)COC(=O)c1nc(-n2nc(C)cc2C)ccc1Cl	-0.3%	-4%	-0.1%	7%	1.0%	-10%	3%	1%	2%
O=c1[nH]c(C2CCCN(S(=O)(=O)Cc3ccccc3)C2)nc2c1nnn2Cc1cccc(Cl)c1 (centres undefined)	x	-5%	u	-7%	3.5%	4%	6%	9%	-5%
COC(=O)CN1C(=S)N(C)C(=O)/C1=C/c1cccs1	-1.4%	6%	0.6%	-11%	1.4%	-5%	6%	-7%	0%
Cc1cc(F)ccc1N1CCC(N2CCN(C(C)C)C(CCO)C2)CC1 (centres undefined)	0.6%	-4%	15%	4%	-1.7%	-9%	4%	-1%	9%
O=C(NC(C(=O)N/N=C/c1c2ccccc2cc2ccccc12)c1n[nH]c(=O)c2ccccc12)c1ccccc1 (centres undefined)	-0.3%	18%	x	4%	14%	-7%	6%	1%	5%
CC(C)NC(=O)C(c1ccc(F)cc1)N(C(=O)CCC(=O)Nc1ccccn1)c1cccc(F)c1 (centres undefined)	x	-5%	-1.1%	-7%	0.8%	-8%	5%	6%	-4%
CCOc1ccc(N2CC(C(=O)Nc3ccc(F)cc3F)CC2=O)cc1 (centres undefined)	-1.4%	-9%	-0.4%	-2%	6.6%	-5%	-1%	13%	12%
CC(C)Cn1c2c(c(O)c(C(=O)Nc3ccc(F)cc3)c1=O)CCCC2	0.2%	-6%	-0.1%	4%	9.5%	3%	12%	0%	13%
COc1ccc(Cl)cc1NC(=O)C1CC(=O)N(c2ccc(F)cc2)C1 (centres undefined)	x	1%	-0.3%	-2%	2.2%	-4%	15%	7%	-1%
Cc1sc(=NC(=O)c2ccco2)n(C)c1-c1ccc(F)cc1	-4.6%	6%	0.0%	1%	6.7%	-1%	15%	4%	22%
CNC(=S)NCCc1ccccc1	x	-3%	0.3%	-6%	1.9%	-5%	0%	22%	-4%
O=C(c1cccs1)N1CCN(c2ccc(F)cc2)CC1	2.7%	2%	0.4%	-2%	1.5%	-8%	13%	19%	3%
O=C(Nc1nc(-c2ccccc2)ns1)c1cccs1	-1.9%	1%	-0.2%	-7%	3.8%	-5%	3%	12%	-3%
CCn1c2ccccc2c2nnc(SCc3ccc(C(=O)OC)o3)nc21	-0.3%	-13%	-0.9%	-3%	3.1%	-3%	2%	5%	-10%
CC(=NCCN1CCN(C(C)=C2C(=O)c3ccccc3C2=O)CC1)C1=C(O)CC(C)(C)CC1=O	-0.4%	-6%	0.3%	3%	0.9%	-4%	5%	6%	16%
New compounds follow.
SMILES	ER stress rescue	PhoP inhibition	West Nile antiviral	Dengue-2 NS5 capping	RSV CPE inhibition	LYP phosphatase	Rac1 GTP hydrolysis	SV40 large T antigen	GPR35 arrestin U2OS	others
Cc1[nH]c2c(ccc3ccccc32)c1C1C(CCN)C1(C)C (centres undefined)	-0.7%	3%	-1.9%	-2%	-3.6%	0%	14%	4%	4%
Cc1ccc(S(=O)(=O)Nc2c(C)nn(C)c2C)c(C)c1	x	1%	x	-2%	16%	x	4%	7%	x
CCNS(=O)(=O)c1ccc(CCC(=O)N2CCN(c3ccccc3)CC2)cc1	x	-1%	-0.5%	2%	0.7%	-9%	15%	4%	5%
Cc1ccc(NC(=O)CCC(=O)N/N=C/c2cccs2)cc1C	-3.4%	-9%	-0.3%	-2%	3.5%	0%	4%	6%	-3%
Cc1ccc(N(CCC(=O)O)S(=O)(=O)c2ccc(C)cc2)cc1	-3.0%	-4%	0.9%	2%	1.5%	-2%	4%	3%	-20%
CCN(CC)CCNC(=S)Nc1ccc2nc3n(c(=O)c2c1)CCCCC3	-1.3%	-2%	-0.7%	-2%	-2.3%	1%	1%	26%	-4%
O=C1c2ccccc2C2=Nc3ccccc3SC(c3cccc(F)c3)C12 (centres undefined)	-1.5%	38%	-1.7%	0%	17%	3%	9%	9%	-15%
Cc1nc2ccccc2c(=O)n1NC(=O)/C=C/c1ccccc1	-0.9%	-12%	-0.4%	-2%	1.7%	-6%	1%	5%	-8%
Cc1cc(OCC(O)CNC(C)c2ccccc2)ccc1C(C)C (centres undefined)	x	-4%	-1.6%	-5%	17%	-10%	-11%	-4%	11%
O=C(CS(=O)(=O)c1ccc(F)cc1)N1CCOCC1	x	-2%	-0.1%	-1%	0.7%	-11%	6%	8%	-2%
CCCN1C(=O)/C(=C\C=C2/Sc3ccccc3N2CCO)SC1=S	1.9%	-12%	0.3%	-15%	-0.4%	-9%	14%	10%	13%
Cc1ccc(C(=O)C(OC(=O)CN2C(=O)c3ccccc3C2=O)c2ccccc2)cc1 (centres undefined)	-0.8%	3%	-0.3%	-4%	3.2%	5%	7%	-4%	1%
CCC(C)NS(=O)(=O)c1ccc(OCC(=O)N2CCC(C)CC2)cc1 (centres undefined)	0.4%	1%	-0.8%	-10%	4.4%	-5%	3%	8%	4%
O=C(/C=C/c1ccc(OCc2cccc(Cl)c2)cc1)N1CCOCC1	x	3%	-0.8%	-4%	u	-1%	5%	27%	9%
COc1ccc2oc(-c3ccco3)cc(=O)c2c1	-2.6%	3%	-0.6%	-2%	41%	-2%	6%	14%	0%
O=C1C=C(c2ccccc2)OC(=O)C1C(=O)c1ccccc1 (centres undefined)	-1.6%	-9%&0%	0.0%&0.1%	-6%	0.2%	-1%&-1%	-4%	7%&8%	11%&10%
O=C(CCn1cccc1)NC1CCCc2ccccc21 (centres undefined)	1.9%	7%	0.1%	6%	3.1%	-6%	17%	0%	3%
CN1CCN(c2nc(-c3cccc([N+](=O)[O-])c3)nc3ccccc23)CC1	x	4%	2.4%	-11%	-0.9%	-3%	12%	4%	-6%
COc1cc(OC)cc(C(=O)N[C@H](C(=O)OCC(=O)Nc2ccc(F)c(F)c2)C(C)C)c1	-2.5%	10%	-0.3%	5%	2.2%	0%	9%	-1%	-5%
O=C(/C=C/c1ccc(OCc2ccccc2)c(OCc2ccccc2)c1)c1cccnc1	-1.4%	7%	1.1%	-2%	19%	7%	11%	18%	-21%
CCCCOc1ccc(Cc2c(Cl)nc(SC)nc2N2CCOCC2)cc1	-1.5%	4%	-1.5%	-1%	4.5%	8%	4%	2%	1%
Cc1cc(Cl)c(OCCCn2cncn2)c(Br)c1	x	0%	0.1%	4%	8.9%	-2%	13%	13%	-3%
Cc1onc(-c2c(Cl)cccc2Cl)c1C(=O)Nc1ccc(Cl)cn1	x	0%	-0.6%	2%	1.8%	-5%	8%	-6%	2%
O=C(Nc1ccccc1C(=O)N1CCOCC1)C1CC(=O)N(C2CCCC2)C1 (centres undefined)	-1.8%	-6%	-0.1%	-2%	-0.2%	-8%	3%	9%	2%
Cc1c(NS(=O)(=O)c2ccc3c(c2)OCCO3)cccc1-c1nc2cccnc2s1	-1.6%	-3%	-0.5%	2%	6.4%	3%	4%	13%	-14%
Other structures follow.
SMILES	ER stress rescue	PhoP inhibition	West Nile antiviral	Dengue-2 NS5 capping	RSV CPE inhibition	LYP phosphatase	Rac1 GTP hydrolysis	SV40 large T antigen	GPR35 arrestin U2OS	others
COc1ccc(C(=O)CCc2ccccc2)c(O)c1	x	x	x	-2%	-0.7%	x	0%	7%	x
COc1cc(OC)c(NC(=O)C2CCCN2C(=O)OCc2ccccc2)cc1Cl (centres undefined)	x	-7%	-0.4%	-5%	0.9%	-10%	12%	5%	13%
Cc1ccc(CNCc2ccc3c(c2)OCO3)cc1	x	-9%	-0.5%	9%	0.5%	3%	29%	9%	10%
CN1CCN(S(=O)(=O)c2ccc(-c3ccccc3)cc2)CC1	-2.5%	37%	-0.5%	-3%	-1.9%	-11%	-5%	11%	-1%
CC(C)c1cc(Nc2cccc(O)c2)cc(C(C)C)c1O	-0.3%	x	0.0%	x	0.8%	-6%	x	x	-11%
CCC(c1nnc(SCc2nc3ccccc3s2)n1Cc1ccccc1)N(C)C (centres undefined)	1.6%	-3%	-0.4%	-10%	0.4%	0%	4%	-1%	19%
CC(=O)c1n[nH]nc1NC(=O)c1ccccc1	-2.8%	-14%	-0.1%	-5%	0.5%	-4%	-2%	3%	-1%
NC(=O)COC(=O)c1c2c(nc3ccccc13)CCCC2	-0.6%	0%	0.2%	-1%	3.0%	-5%	13%	4%	0%

Filtered by structure: the compounds so far containing a COOH group (two)
SMILES	ER stress rescue	PhoP inhibition	West Nile antiviral	Dengue-2 NS5 capping	RSV CPE inhibition	LYP phosphatase	Rac1 GTP hydrolysis	SV40 large T antigen	GPR35 arrestin U2OS	others
CCOc1ccc(/C=C(/NC(=O)c2ccccc2)C(=O)NCCC(=O)O)cc1	0.0%	0%	0.3%	3%	-0.6%	-4%	0%	26%	6%
Cc1ccc(N(CCC(=O)O)S(=O)(=O)c2ccc(C)cc2)cc1	-3.0%	-4%	0.9%	2%	1.5%	-2%	4%	3%	-20%
